Bioassay records (PubChem BioAssay)
hgDAF-12 ag: agonists of H. glycines DAF-12 nuclear receptor; 370,000 compounds, 1.8% hits; activation, % at 6.8 µM; HEK293 GAL4-hgDAF12 UAS-luciferase reporter, agonist luminescence; normalized to butyrate control;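 active means activation above a cutoff set at the mean of all screened compounds plus 3 SD, cut at about 10% in these data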;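 further: 0% = DMSO wells and 100% = sodium butyrate wells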
SMARCA2 activ: activators of SMARCA2 function. MG213 cells, MMTV-luciferase reporter, dexamethasone, overnight. activation, % at 9.1 µM. 370,000 compounds, 1% hits. AID 652017; in the data active means activation above about 7.8%;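 further: 0% = vehicle wells and 100% = reference activator wells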
DAX1 inh-1: blocks DAX1 repression of SF-1 activated StAR promoter. inhibition, % at 6.8 µM. AID 652010. 370,000 compounds, 1.1% hits. HEK293T StAR-luciferase reporter, SF-1/DAX-1 repression relief;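 active means inhibition above the mean over all tested compounds plus 3 SD, cut at about 3.6% in these data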;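 further: 0% = DAX-1 cells with DMSO and 100% = cells lacking DAX-1 with DMSO; higher inhibition means more luminescence from relief of DAX-1 repression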
Rev-erbA mod: modulates human Rev-erb alpha binding to DNA | P20393 | Rev-erbα–FITC-DNA binding, fluorescence polarization, 90 min | activity, % at 10 µM | 370,000 compounds, 0.79% hits;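 active means activity above about 14%, limit read from the data; passing the limit was not always enough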;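 further: 0% = DMSO wells with 35 nM protein and 100% = DMSO wells with 750 nM protein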
Target sequence (P20393 whole entry, looked up): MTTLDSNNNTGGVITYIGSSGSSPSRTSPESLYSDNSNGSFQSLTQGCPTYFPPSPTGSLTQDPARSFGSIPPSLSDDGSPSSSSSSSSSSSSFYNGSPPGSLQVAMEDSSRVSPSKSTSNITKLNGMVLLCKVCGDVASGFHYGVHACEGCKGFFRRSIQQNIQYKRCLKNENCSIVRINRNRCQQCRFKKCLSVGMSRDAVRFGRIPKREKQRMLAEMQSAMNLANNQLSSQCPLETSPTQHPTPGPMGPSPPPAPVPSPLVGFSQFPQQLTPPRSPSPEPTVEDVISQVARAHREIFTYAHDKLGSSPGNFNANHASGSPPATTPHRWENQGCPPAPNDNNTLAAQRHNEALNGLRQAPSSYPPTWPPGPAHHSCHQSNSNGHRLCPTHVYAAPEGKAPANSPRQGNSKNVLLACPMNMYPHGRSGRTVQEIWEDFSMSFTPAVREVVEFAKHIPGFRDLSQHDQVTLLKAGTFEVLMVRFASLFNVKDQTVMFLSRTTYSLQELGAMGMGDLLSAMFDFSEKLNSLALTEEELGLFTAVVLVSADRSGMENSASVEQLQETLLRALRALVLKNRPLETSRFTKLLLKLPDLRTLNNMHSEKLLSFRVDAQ
DAX1 inh-2: inhibits human nuclear receptor DAX1. P51843. HEK293 Gal4-DAX1 luciferase reporter, luminescence. inhibition, % at 6.75 µM. 340,000 compounds, 0.99% hits. AID 504766;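 active means inhibition above the mean over all tested compounds plus 3 SD, cut at about 4.2% in these data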;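 further: 0% = DAX1-transfected cells with DMSO and 100% = empty-vector control cells with DMSO; inhibition shows as a rise in luminescence from relieved DAX1 repression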
Target sequence (P51843 207-470 limits assumed): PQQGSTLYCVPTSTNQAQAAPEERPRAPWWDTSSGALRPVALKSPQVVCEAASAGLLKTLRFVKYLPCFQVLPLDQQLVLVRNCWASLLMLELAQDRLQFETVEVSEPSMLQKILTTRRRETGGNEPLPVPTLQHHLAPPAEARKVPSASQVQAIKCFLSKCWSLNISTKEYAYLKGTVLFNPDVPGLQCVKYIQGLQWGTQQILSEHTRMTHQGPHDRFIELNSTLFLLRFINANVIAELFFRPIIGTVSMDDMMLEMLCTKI
PLCb3 inh: inhibitors of human phospholipase C beta3; Q01970; inhibition, % at 12.2 µM; Purified PLC-beta3, fluorogenic substrate, fluorescence; 370,000 compounds, 0.18% hits; in the data active means inhibition above about 11%;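 further: 0% = median of compound wells on plate and 100% = full blocker control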
GAA850 FXN act: frataxin GAA850 promoter activation; HEK293 lucGAA850 FXN promoter luciferase reporter, 24 h; percent of 10 µM SAHA response; activation, % at 6 µM; AID 540364; 360,000 compounds, 0.56% hits;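 active means activation above the average of all compounds screened plus 3 SD, cutoff fixed separately per campaign, cut at about 7.5% in these data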;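 further: 0% = DMSO wells and 100% = 10 µM SAHA wells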
ssDAF12 agonist: activators of S. stercoralis DAF-12 nuclear receptor; activation, % at 6.8 µM; 370,000 compounds, 1% hits; HEK293 ssDAF-12/GRIP1 lit1-tk-luc reporter, luminescence; % of 3 µM dafachronic acid response; AID 652126;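 active means activation above the mean over all tested compounds plus 3 SD, cut at about 0.9% in these data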;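 further: 0% = DMSO-only wells and 100% = 3 µM delta7-dafachronic acid wells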
PG9 Ab binder: binds the HIV-1 gp120 antibody PG9; AID 624416; 360,000 compounds, 0.43% hits; TR-FRET gp120-PG9 antibody binding; inhibition, % at 6.7 µM; in the data active means inhibition above about 8.5%
hcDAF12 agonist: H. contortus DAF-12 activation, primary screen; HEK293 hcDAF-12 lit1-tk-luc reporter, luminescence; 0% DMSO, 100% Δ7-dafachronic acid; activation, % at 6.8 µM; 370,000 compounds, 1.4% hits; AID 652067;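 active means activation above the mean of all tested compounds plus 3 SD, cut at about 5.5% in these data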;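 further: 100% = response to 3 µM Δ7-dafachronic acid high control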
sPLA2-III inh: Inhibits HGIII-sPLA2 liposome hydrolysis, primary screen; QFRET BODIPY PC-A2 liposome hydrolysis, fluorescence; inhibition, % at 12.2 µM; 370,000 compounds, 0.56% hits; AID 743126; Q9NZ20;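 active means inhibition above mean plus 3 SD of compounds lying within the high and low control bounds, cut at about 19% in these data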;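 further: 0% = median of test compound wells and 100% = no enzyme DMSO wells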
Active calls of the source: *; i = inactive; nt = not tested or not shown; & = joins results of further samples.

SMILES	hgDAF-12 ag	SMARCA2 activ	DAX1 inh-1	Rev-erbA mod	DAX1 inh-2	PLCb3 inh	GAA850 FXN act	ssDAF12 agonist	PG9 Ab binder	hcDAF12 agonist	sPLA2-III inh
Cc1ccc(C)c(S(=O)(=O)N2CCN(C(=O)c3ccnn3C)CC2)c1	1.4	-3	-1.1	-1	0.0	-3	0.8	-0.7	0.0	-0.7	2
CCc1nnc(NC(=O)CSc2nnc(COc3ccc(C#N)cc3)n2-c2ccccc2)s1	-0.4	-2	0.7	-1	0.1	3	0.7	-1.2	2.1	-1.1	-6
Cc1nnc(SCc2cc(=O)[nH]c(N3CCN(Cc4ccccc4)CC3)n2)s1	0.9	0	-0.6	-1	0.3	0	0.3	-0.6	0.9	-0.1	-6
CCC(c1nnnn1Cc1ccc(F)cc1)N(CCCO)Cc1cc2cc3c(cc2[nH]c1=O)OCO3 (stereo not drawn)	-1.1	0	-0.5	8	0.2	i	-2.3	-1.1	1.1	-2.6	-14
Cc1ccc(N2C(=O)CC(Sc3nc(C)cc(C)n3)C2=O)cc1 (stereo not drawn)	6.5	6	-0.6	6	-3.3	-6	-1.8	0.0	-0.3	2.4	-1
COc1ccc(Cl)cc1Nc1nc(-c2sc(NC(=O)C(C)(C)C)nc2C)cs1	-4.7	1	-1.9	2	-3.5	-17	-1.0	-2.1	-1.3	-3.8	-5
Cc1ccc(C(c2nnnn2C2CCCC2)N2CCN3CCCC3C2)cc1 (stereo not drawn)	0.7	-8	0.7	-1	0.6	1	-0.3	-0.2	0.8	-0.4	-2
Cc1ccc(S(=O)(=O)N2CC[C@@]3(Cc4ccccc4)Cc4ccccc4C[C@@H]23)cc1	-0.4	nt	nt	3	nt	3	nt	-1.6	nt	-0.5	-6
CCCc1cc(C(=O)OCC(=O)N2CCN(c3ccc(OC)cc3)CC2)sc1C	4.6	0	-0.6	0	0.4	-3	3.1	-1.0	1.9	-1.0	5
COc1ccc(Br)c(C(=O)OCC(=O)Nc2cc(C)on2)c1	0.6	-1	0.3	-3	-0.9	4	-0.7	-1.4	0.8	-1.2	0
O=[N+]([O-])c1ccc(-c2ccc(/C=N/Nc3nc(N4CCCC4)nc(N4CCCC4)n3)o2)cc1	0.4	0	-0.2	6	0.3	-27	1.8	-1.3	-1.5	-1.2	-2
Cc1cc(N/N=C/c2ccc(O)c(C)c2O)nc(-c2ccccc2O)n1	-5.3	-5	-3.0	0	-2.9	-335	-8.9	-1.9	-1.1	-3.8	-34
CC1CCC(C(C)C)C(OCC(O)CN2CCN(Cc3ccccc3)CC2)C1 (stereo not drawn)	2.2	-1	-0.1	9	-0.6	10	-0.1	-1.2	-2.6	-1.3	2
C[n+]1cc2c3c(ccc2c2ccc4cc5c(cc4c21)OCO5)OCO3	-21	-12	-7.9	-5&6	nt	-49	nt	-3.9	-4.5	-10	48*
O=c1[nH]cccc1-c1nc2ccccc2n1Cc1ccccc1F	-1.9	0	0.6	-6	2.5	-403	-2.0	-1.1	-0.4	-0.5	-3
CN(C)c1ccc(NC(=O)CC2NCCNC2=O)cc1 (stereo not drawn)	-1.1	-2	0.1	2	3.0	1	1.0	-1.2	-5.6	-2.0	6
CCn1ccnc1CN(C)Cc1nc(Cc2cccc(C(F)(F)F)c2)no1	0.5	0	-0.8	0	0.1	0	1.3	-1.0	-0.3	-1.3	0
CCN(CC)S(=O)(=O)c1cccc(C(=O)N/N=C(\C)c2cccs2)c1	7.5	4	3.5	0	2.1	-6	5.6	-1.4	-0.3	2.6	-1
O=C(Cc1cccs1)N=Nc1c(O)[nH]c2ccccc12	-1.0	4	1.2	-2	2.8	-3	5.2	-0.7	-12	-0.6	-43
Cc1n[nH]c(=O)n1-c1ccc(OC(F)(F)F)cc1	5.8	-1	0.6	1	1.2	1	1.1	-0.8	-3.5	1.7	14
CC1CN(c2ccc([N+](=O)[O-])cc2C(=O)N2CCOCC2)CC(C)N1 (stereo not drawn)	1.4	8	-0.1	-2	-0.4	4	-0.1	-1.1	-1.4	1.4	0
Cc1cc(NC(=O)C(C)SCC(=O)Nc2ccc(SC(F)F)cc2)no1 (stereo not drawn)	0.8	-2	-0.8	3	0.6	-5	0.5	-0.7	1.2	0.2	-8
CN1CCN(CCCNC(=O)c2nnc(Cc3c(F)cccc3Cl)o2)CC1	-0.9	-1	0.3	14	0.6	0	-0.1	-1.3	0.8	-1.4	3
COC1=CC(=O)C=C(OC)C1(O)CC(C)=O	-1.2	1	-1.2	4	2.2	5	-0.6	-1.1	0.0	-1.8	1
O=C(NCc1ccco1)C1(S(=O)(=O)c2ccccc2)CC=CC1	-0.2	0	-0.3	-7	1.1	-1	-1.7	-0.4	1.0	-0.9	3

Carrying on.
SMILES	hgDAF-12 ag	SMARCA2 activ	DAX1 inh-1	Rev-erbA mod	DAX1 inh-2	PLCb3 inh	GAA850 FXN act	ssDAF12 agonist	PG9 Ab binder	hcDAF12 agonist	sPLA2-III inh
COc1cccc(CNC(=O)[C@H]2CCCN2C(=O)[C@H]2CCCN2C(=O)c2cc(F)cc(F)c2)c1	0.1	-6	0.5	4	nt	-2	nt	-0.9	-0.3	-1.6	16
COC(=O)/C=C1/C(=O)N/C(=N\c2nc(C)cc(C)n2)N1c1ccc(OC)cc1	-2.3	0	-0.9	-6	2.8	2	1.9	-1.0	-1.9	1.9	2
Cc1ccc2nc(-c3ccc(F)cc3)nc(SCC(=O)NCC3CCCO3)c2c1 (stereo not drawn)	-0.8	-2	-0.1	2	-0.2	-7	-0.1	-0.7	-1.6	-0.4	10
CCS(=O)(=O)N1CCN(C(=O)CC(C)C)CC1	-0.6	4	0.1	-3	0.4	2	1.1	-1.3	-1.9	-2.2	1
O=C(Nc1ccc(S(=O)(=O)NCc2ccco2)cc1)C1CCCCC1	-4.2	-5	-0.7	2	-0.6	2	-1.7	-1.7	0.0	-1.7	-8
CC(C)c1ccc[n+](-c2nc([O-])sc2C=O)c1	-0.9	-1	-0.4	5	nt	-3	1.2	-1.6	-0.8	-1.3	5
Cc1ccc(OCC(=O)N(Cc2cccs2)C2CCS(=O)(=O)C2)cc1 (stereo not drawn)	-1.3	-5	-0.2	0	-0.4	-3	0.8	-1.7	1.7	-1.8	6
CN1CCN(NC(=O)Nc2ccc([N+](=O)[O-])cc2)CC1	1.7	0	-0.5	-8	0.5	1	3.2	-0.5	-1.3	-0.4	0
O=S(=O)(NCc1cccnc1)c1ccc2c(c1)OCCO2	-1.2	-1	-0.6	3	-0.4	1	0.9	-1.2	-1.5	-1.9	6
O=C(NNS(=O)(=O)c1ccccc1[N+](=O)[O-])c1ccccc1[N+](=O)[O-]	0.6	-1	-0.2	2	-1.1	-1	-1.7	-1.1	-0.1	-0.8	2
COc1ccc(CNc2ccc3c(c2)nc(C)n3C)cc1OC	1.4	-1	0.4	0	-0.5	-50	2.1	-1.1	-0.9	0.7	6
Oc1ccc(-c2nc(-c3ccc(O)c(O)c3)cs2)cc1	3.1	-2	1.9	-4	-3.6	-10	3.8	-0.3	0.7	3.5	0
O=[N+]([O-])c1ccc(N(CC2CO2)S(=O)(=O)c2ccccc2)cc1 (stereo not drawn)	1.8	-1	0.2	0	0.5	-6	0.1	-0.9	-3.2	-1.9	6
NS(=O)(=O)c1cc(C(=O)OCC(=O)NNC(=O)c2ccccc2)ccc1Cl	1.3	1	0.3	-3	0.8	-7	0.3	-1.0	-0.2	-1.4	-6
O=C(Cc1cccs1)Nc1ccccc1	2.2	0	0.5	-6	0.3	5	1.5	-0.4	-2.8	0.0	3
O=C(Nc1cccc(C(F)(F)F)c1)c1ccc2sc([C@@H]3O[C@H](CO)[C@H](O)[C@H](O)[C@H]3O)nc2c1	-0.1	-3	-0.8	-4	nt	-11	0.4	-1.1	-1.0	0.1	2
COCCCNCCOCCOc1ccc(C)cc1Br	0.1	6	-0.3	-1	-0.6	7	-2.3	-0.5	-1.4	5.7*	-7
COc1cccc(NS(=O)(=O)c2cc(C)sc2C)c1	-0.5	-2	-0.8	1	-0.9	-1	0.8	-1.2	-0.8	-1.8	-8
Oc1ccc2ccccc2c1/C=N/Nc1ccccc1	0.1	-1	0.0	-1	0.6	-19	0.4	0.9	-1.5	4.4	-12
CC(=O)c1ccc(C(=O)Nc2sc3c(c2C(N)=O)CCN(Cc2ccccc2)C3)cc1	-3.0	3	-0.9	3	-0.3	-51	-1.9	-1.2	-108	-2.0	-12
Cc1[nH]n(-c2cccc(Cl)c2)c(=O)c1C=NC12CN3CN(CN(C3)C1)C2	-1.1	3	0.0	5	-0.5	3	2.4	-1.2	-1.5	-2.7	-1
Cc1cccc(OCC(=O)N2CCc3ccccc3C2)c1	0.9	4	0.1	-1	1.4	-10	3.1	-0.7	1.1	-0.3	11
COc1cc(/C=C/C(=O)NCc2ccccn2)cc(OC)c1OC	-0.1	0	0.2	-2	0.0	-20	2.6	-1.3	-0.7	-0.1	0
O=C(CSc1nnc(-c2ccccc2)n1-c1ccc(Cl)cc1)Nc1cccc2ccccc12	1.3	0	-0.6	-2	nt	5	nt	-0.9	nt	-2.8	-3
Clc1ccccc1CSc1nnc(/C=C/c2ccccc2)o1	0.7	-1	-0.3	1	-0.2	-1	4.2	-1.5	-1.3	-0.4	7

Continued:
SMILES	hgDAF-12 ag	SMARCA2 activ	DAX1 inh-1	Rev-erbA mod	DAX1 inh-2	PLCb3 inh	GAA850 FXN act	ssDAF12 agonist	PG9 Ab binder	hcDAF12 agonist	sPLA2-III inh
COc1cccc(OC)c1C(=O)Nc1ccc(CN2CCCCC2)cc1	-0.1	-4	0.1	1	-0.1	4	-0.2	-0.5	3.4	-0.9	13
CCNc1c(NS(=O)(=O)c2ccc(Cl)s2)c(=O)oc2ccccc12	-0.7	-4	-0.4	-5	-0.8	-7	-0.7	-1.3	-3.1	-1.1	-12
CC(C)CCCN1C(N(C)C)=NC[C@@H]1C	0.2	1	-0.3	1	2.6	0	0.8	-1.1	0.3	-0.2	-11
COc1ccccc1/C=C/C=N/n1c(C)nnc1C	-0.1	-2	-0.2	-3	2.2	-53	1.4	-1.4	-0.8	0.3	7
CC(=O)N(C(C)=O)c1ccc2nc(C)[nH]c(=O)c2c1	-0.5	-3	-0.6	-1	-0.4	5	-3.8	-0.9	0.1	-0.2	0
O=[N+]([O-])c1ncccc1OCCOc1ccc(Cl)cc1Cl	3.9	nt	nt	-3	nt	-2	nt	-1.6	nt	-1.7	-14
Cc1ccc(-c2cc(=O)c3ccc(F)cc3[nH]2)cc1	0.7	2	-0.1	2	0.6	-9	-1.7	-0.1	6.8	3.3	10
COc1ccc(OC)c(NC(=O)CSc2nnc(C)n2Cc2ccccc2)c1	-1.6	2	-0.3	-5	-1.3	2	-0.4	-1.6	-0.8	-1.7	5
Cc1sc(N/N=C/c2cccs2)nc1-c1ccccc1	8.0	0	-0.3	8	-0.3	-30	1.6	-0.2	-0.1	0.1	11
CCN(C(=O)CCNC(=O)Cn1cnc2ccccc2c1=O)c1cccc(Cl)c1	0.0	-2	0.2	3	2.3	-7	2.1	-1.1	2.3	-1.2	10
CCC(=O)N(CC)c1nc(-c2cc(OC)ccc2OC)cs1	1.4	0	1.0	13	-0.6	2	1.1	-1.9	1.5	-1.9	-1
